TRb-SRC2 inh: qHTS for Inhibitors of the Interaction of Thyroid Hormone Receptor and Steroid Receptor Coregulator 2 | TRbeta-SRC2 peptide binding, fluorescence polarization; receptor liganded with 1 µM T3 | Potency, µM (doses to about 106 µM), for the others: at the top dose activity change, negative = inhibition, actives largely listed as inhibitors | hit rate 0.065% among 280,000 | AID 1469, 2008 | Thyroid hormone receptor beta (Homo sapiens), P10828;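 further: potency means the concentration at half of the fitted maximal effect; plate controls were bound peptide for no effect and peptide without receptor for full effect; nearly all actives have a fitted effect of over 50% in size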
Target sequence (P10828 whole entry, looked up): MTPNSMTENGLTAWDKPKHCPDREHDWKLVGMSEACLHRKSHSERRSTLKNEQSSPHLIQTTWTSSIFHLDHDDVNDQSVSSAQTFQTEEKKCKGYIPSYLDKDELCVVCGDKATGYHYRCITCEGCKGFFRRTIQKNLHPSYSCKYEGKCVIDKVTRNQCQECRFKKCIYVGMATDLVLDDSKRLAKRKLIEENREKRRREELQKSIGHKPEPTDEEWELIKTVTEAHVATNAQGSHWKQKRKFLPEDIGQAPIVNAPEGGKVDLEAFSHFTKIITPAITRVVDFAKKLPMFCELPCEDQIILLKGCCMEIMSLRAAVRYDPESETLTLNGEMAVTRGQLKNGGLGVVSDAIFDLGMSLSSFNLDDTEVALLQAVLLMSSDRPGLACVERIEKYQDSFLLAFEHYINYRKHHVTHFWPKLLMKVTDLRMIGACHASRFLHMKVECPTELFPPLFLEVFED
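Assay buffer: 20 mM Tris-HCl, 100 mM NaCl, 10% glycerol, 1 mM EDTA, 0.01% NP-40, 1 mM DTT, 1 uM T3, 5% DMSO; TRb LBD 0.6 uM, Texas Red SRC2 20 nM; FP after 5 hr.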
aGal spleen mod: qHTS Assay for Inhibitors and Activators of Human alpha-Galactosidase From Spleen Homogenate | human spleen homogenate, 4MU-alpha-Gal fluorescence, 40 min | Potency, µM (top dose mostly 80 µM), without a hit: top-dose activity change, negative = inhibition, actives largely listed as inhibitors | hit rate 0.008% among 240,000 | AID 2107, 2009;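 further: potency means the concentration at half of the fitted maximal effect; 0% = enzyme with vehicle and -100% = no enzyme basal signal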
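Human spleen homogenate (1 ug) as enzyme source, 4-methylumbelliferyl-alpha-D-galactopyranoside 1 mM final, citrate/phosphate pH 5.0 with 0.01% Tween-20. Compounds 40 min at 37C, NaOH/glycine stop; fluorescence Ex 365/Em 440, Hill-fit AC50.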
Tau fluor cs: Counterscreen qHTS for Inhibitors of Tau Fibril Formation, Fluorescence Polarization; Potency, µM (titrated, usually from 57.7 µM), for inactives: at the highest dose activity change, negative = decrease; tau K18 P301L (four-repeat tau fragment) Alexa594 fluorescence, heparin fibrillization; hit rate 0.93% among 280,000; further: potency means the concentration at half of the fitted maximal effect; on the % scale 0 is the no-effect control and ±100 the full control effect; nearly all actives have a fitted effect of over 55% in size
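Human K18 P301L tau (15 uM unlabeled plus 0.24 uM Alexa 594-labeled, final) in 100 mM sodium acetate pH 7 was mixed with compound and 20 uM heparin and incubated 6 hr at 37 C.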
Epigenetic reg: Quantitative High-Throughput Screen for Regulators of Epigenetic Control; murine LDR cells, GFP reporter derepression, 30 h; Potency, µM (series often up to 53.9 µM), for the others: at the highest dose GFP activation, actives largely listed as activators; hit rate 0.2% among 280,000; AID 1865, 2009; further: potency means the concentration at half of the fitted maximal effect; % of control where 0% means no effect; nearly all actives have a fitted effect of over 60% in size
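Reporter derepression read as number of fluorescent GFP-positive objects, 20-120 um in size, counted by laser-scanning cytometer. Mouse LDR line with an epigenetically silenced CMV-GFP locus; compound incubation 30 h, 37 C.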
NPSR antag: qHTS Assay for Antagonists of the Neuropeptide S Receptor: cAMP Signal Transduction | CHO-NPSR cells, cAMP TR-FRET, antagonist mode | Potency, µM (top dose mostly 38.3 µM), inactives show at the highest dose activity change, negative = inhibition, most hits filed as inhibitors | hit rate 1% among 220,000 | AID 1461, 2008; further: potency means the concentration at half of the fitted maximal effect; on the % scale 0 is the no-effect control and ±100 the full control effect; nearly all actives have a fitted effect of over 50% in size; many of its hits are not listed in these tables
Target sequence (Q6W5P4 whole entry, looked up): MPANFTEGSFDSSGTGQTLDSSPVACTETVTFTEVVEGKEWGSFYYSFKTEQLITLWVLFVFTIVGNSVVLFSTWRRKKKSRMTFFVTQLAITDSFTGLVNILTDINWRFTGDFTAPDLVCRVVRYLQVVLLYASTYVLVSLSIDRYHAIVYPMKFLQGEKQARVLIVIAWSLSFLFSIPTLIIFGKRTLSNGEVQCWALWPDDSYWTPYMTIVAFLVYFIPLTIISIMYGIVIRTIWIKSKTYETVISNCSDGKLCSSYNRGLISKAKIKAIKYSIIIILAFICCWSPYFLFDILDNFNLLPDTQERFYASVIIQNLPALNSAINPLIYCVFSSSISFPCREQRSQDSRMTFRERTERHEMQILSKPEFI
CBFb RUNX1 block: qHTS Assay for Compounds Blocking the Interaction Between CBF-beta and RUNX1 for the Treatment of Acute Myeloid Leukemia | AlphaScreen CBFb-His/RUNX1-biotin binding, biochemical | Potency, µM (series often up to 59.8 µM), without a hit: at the highest dose activity, negative = inhibition, usual class: inhibitors | 230,000 tested, under 10 active | AID 1477, 2009; further: % of control where 0% means no effect
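Bead-based AlphaScreen assay; binding partners His-tagged CBF-beta and biotinylated RUNX1 at 30 nM each. Compound exposure 15 min after a 20-min protein preincubation; bead step 90 min; all steps at room temperature.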
TexasRed fluor: Total Fluorescence Counterscreen for Inhibitors of the Interaction of Thyroid Hormone Receptor and Steroid Receptor Coregulator 2 | TRb/SRC2 Texas Red total fluorescence interference | Potency, µM (titrated, usually from 106 µM), inactives show at the top dose fluorescence change, negative = quenching | hit rate 0.29% among 280,000 | AID 1479, 2009; active means well fitted curve in either direction with a large enough effect; inconclusive means small, poorly fitted or top-dose-only effect; further: potency means the concentration at half of the fitted maximal effect; on the % scale 0 is the no-effect control and ±100 the full control effect
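Human TRb ligand-binding domain at 0.6 uM with 20 nM Texas Red SRC2 peptide in Tris buffer containing 1 uM T3 and 5% DMSO, incubated with compound 5 h at ambient temperature. Total fluorescence (555/632 nm) calculated as parallel + 2 × perpendicular.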
Tau FP inhib: qHTS for Inhibitors of Tau Fibril Formation, Fluorescence Polarization; Microtubule-associated protein tau (Homo sapiens), P10636; K18 P301L tau heparin fibrillization, Alexa594 FP, 6 h; Potency, µM (highest dose often 57.7 µM), without a hit: top-dose activity, negative = inhibition, hits mostly inhibitors; hit rate 0.39% among 280,000; AID 1468, 2008; further: potency means the concentration at half of the fitted maximal effect; on the % scale 0 is the no-effect control and ±100 the full control effect; nearly all actives have a fitted effect of over 55% in size
Target sequence (P10636 561-689 P618L limits assumed): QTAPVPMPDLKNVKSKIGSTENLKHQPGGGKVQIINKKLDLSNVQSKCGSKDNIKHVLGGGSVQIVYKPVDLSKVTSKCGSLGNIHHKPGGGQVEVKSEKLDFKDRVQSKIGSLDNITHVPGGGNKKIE
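K18 P301L tau (15 uM unlabeled/0.24 uM Alexa 594-labeled, final) + compound + heparin 20 uM final; 100 mM NaOAc pH 7; 6 hr 37 C; ThT 30 uM final added, 1 hr RT; FP ex 555/em 632 nm.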
Starred values were filed as active, the others as inactive; [ ] = dose if it differs, or a comment. Unless noted, the call rests on the fitted dose curve; in most records, active means well fitted curve in the direction sought with a large enough effect; inconclusive means small, poorly fitted or top-dose-only effect, or another doubt; inactive means no such curve, though single readings can be large; an effect the other way counts as inactive or inconclusive.

What do the screens show for `COc1ccc(/C=C2\CCCC3C2=NC(=S)NC3c2ccc(OC)cc2)cc1` (stereo not given)?
TRb-SRC2 inh: -10%; aGal spleen mod: 6%; Tau fluor cs: -11%; Epigenetic reg: 0.1%; NPSR antag: -6%; CBFb RUNX1 block: inconclusive; TexasRed fluor: 1%; Tau FP inhib: 6%

How did O=C(Nc1ccc(-c2nc3cc(Cl)ccc3c(=O)o2)cc1)c1ccco1 do in these assays?
TRb-SRC2 inh: -2%; aGal spleen mod: 9%; Tau fluor cs: -22%; Epigenetic reg: 1.0%; NPSR antag: 8%; CBFb RUNX1 block: -2%; TexasRed fluor: -1%; Tau FP inhib: -3%

How did C=C(C)Cc1c(C)nc(-c2ccccc2)[nH]c1=O do in these assays?
TRb-SRC2 inh: -1%; aGal spleen mod: 1%; Tau fluor cs: -4%; Epigenetic reg: -1.0%; NPSR antag: 7%; CBFb RUNX1 block: 5%; TexasRed fluor: 3%; Tau FP inhib: -2%

How did O=C(Cc1ncc(C(F)(F)F)cc1Cl)N1CCN(c2ccc(F)cc2)CC1 do in these assays?
TRb-SRC2 inh: 3%; aGal spleen mod: 9%; Tau fluor cs: -5%; Epigenetic reg: 0.0%; NPSR antag: 14%[46.1 µM]; CBFb RUNX1 block: 15%; TexasRed fluor: -1%; Tau FP inhib: -4%

How did O=C(Cn1c(-c2cncs2)nc2ccccc21)NC1CCCC1 do in these assays?
TRb-SRC2 inh: -14%; aGal spleen mod: -3%; Tau fluor cs: 1%; Epigenetic reg: -0.8%; NPSR antag: -5%[46.1 µM]; CBFb RUNX1 block: 3%; TexasRed fluor: -2%; Tau FP inhib: -3%

How did COc1cccc(C(C#N)N2CCCCC2)c1O (stereo not given) do in these assays?
TRb-SRC2 inh: 7%; aGal spleen mod: 2%; Tau fluor cs: -17%; Epigenetic reg: -1.0%; NPSR antag: -5%[46.1 µM]; CBFb RUNX1 block: 4%; TexasRed fluor: 0%; Tau FP inhib: -5%

How did COC(=O)CSC1=C(C#N)C(c2ccc(C)o2)CC(=O)N1 (stereo not given) do in these assays?
TRb-SRC2 inh: 3%; aGal spleen mod: 8%; Tau fluor cs: 1%; Epigenetic reg: 4.6%; NPSR antag: -12%; CBFb RUNX1 block: 5%; TexasRed fluor: -2%; Tau FP inhib: 6%

What do the screens show for `Cc1cccc(C)c1NS(=O)(=O)c1ccc(F)cc1`?
TRb-SRC2 inh: 2%; aGal spleen mod: 3%; Tau fluor cs: -12%; Epigenetic reg: -0.7%; NPSR antag: -21%[46.1 µM]; CBFb RUNX1 block: -3%; TexasRed fluor: -2%; Tau FP inhib: 2%

What do the screens show for `O=C1CN=C(Nc2ccccc2)N1Cc1cccs1`?
TRb-SRC2 inh: -1%; aGal spleen mod: 6%; Tau fluor cs: -4%; Epigenetic reg: -2.3%; NPSR antag: 0%[46.1 µM]; CBFb RUNX1 block: -2%; TexasRed fluor: 1%; Tau FP inhib: 0%

What do the screens show for `CCOC(=O)Cc1c(C)nc2c(-c3ccc(Cl)cc3)c(C)[nH]n2c1=O`?
TRb-SRC2 inh: 5%; aGal spleen mod: 7%; Tau fluor cs: -9%; Epigenetic reg: 0.0%; NPSR antag: -8%[46.1 µM]; CBFb RUNX1 block: 1%; TexasRed fluor: 1%; Tau FP inhib: 0%

How did O=C(CCCCCCCCCCC(=O)NCc1cccnc1)NCc1cccnc1 do in these assays?
TRb-SRC2 inh: -1%; aGal spleen mod: 9%; Tau fluor cs: -17%; Epigenetic reg: -1.0%; NPSR antag: 3%; CBFb RUNX1 block: -1%; TexasRed fluor: -5%; Tau FP inhib: 4%

Results for O=c1c2ccccc2ncn1Cc1ccccc1 ?
TRb-SRC2 inh: 2%; aGal spleen mod: 11%; Tau fluor cs: -2%; Epigenetic reg: 0.0%; NPSR antag: -6%; CBFb RUNX1 block: 6%; TexasRed fluor: -2%; Tau FP inhib: -3%

Results for CCNC(=S)N1CCc2cc(OC)c(OC)cc2C1COc1ccccc1OC (stereo not given) ?
TRb-SRC2 inh: 9%; aGal spleen mod: -5%; Tau fluor cs: -12%; Epigenetic reg: 0.5%; NPSR antag: -16%; CBFb RUNX1 block: -6%; TexasRed fluor: -1%; Tau FP inhib: 6%

How did O=C(CSc1nnc(CNC(=O)c2ccccc2F)o1)NCC1CCCO1 (stereo not given) do in these assays?
TRb-SRC2 inh: 7%; aGal spleen mod: 0%; Tau fluor cs: -1%; Epigenetic reg: 0.8%; NPSR antag: 9%[46.1 µM]; CBFb RUNX1 block: -2%; TexasRed fluor: -1%; Tau FP inhib: 4%

Results for COc1ccccc1/C=N/Nc1cc(N(C)C)nc(N(C)C)n1 ?
TRb-SRC2 inh: -7%; aGal spleen mod: 16%; Tau fluor cs: inconclusive; Epigenetic reg: 2.2%; NPSR antag: -4%; CBFb RUNX1 block: -19%; TexasRed fluor: -2%; Tau FP inhib: 9%

What do the screens show for `c1ccc(Nc2nn[nH]n2)cc1`?
TRb-SRC2 inh: 0%; aGal spleen mod: -7%; Tau fluor cs: 1%; Epigenetic reg: -1.6%; NPSR antag: -11%[46.1 µM]; CBFb RUNX1 block: -27%; TexasRed fluor: -3%; Tau FP inhib: 11%

What do the screens show for `CCn1c(CCNC(=O)c2ccc(Cl)cc2)n[nH]c1=S`?
TRb-SRC2 inh: -6%; aGal spleen mod: 3%; Tau fluor cs: -4%; Epigenetic reg: -1.0%; NPSR antag: -2%[46.1 µM]; CBFb RUNX1 block: 5%; TexasRed fluor: -1%; Tau FP inhib: -5%

What do the screens show for `CN(C(=O)Cn1nnc(-c2cccnc2)n1)C1CCCCC1`?
TRb-SRC2 inh: -5%; aGal spleen mod: -3%; Tau fluor cs: -10%; Epigenetic reg: -1.1%; NPSR antag: 14%; CBFb RUNX1 block: 13%; TexasRed fluor: 3%; Tau FP inhib: -5%

Results for O=C(CSc1nncn2c1cc1occc12)Nc1ccccc1C(F)(F)F ?
TRb-SRC2 inh: 2%; Tau fluor cs: -6%; Epigenetic reg: -3.0%; TexasRed fluor: -1%; Tau FP inhib: -1%

Results for O=C(OCc1nnc(-c2ccccc2)o1)c1cc(=O)c2ccccc2o1 ?
TRb-SRC2 inh: 0%; aGal spleen mod: 1%; Tau fluor cs: -7%; Epigenetic reg: 0.9%; NPSR antag: -23%[46.1 µM]; CBFb RUNX1 block: -7%; TexasRed fluor: -1%; Tau FP inhib: 2%

Three entries from above, sorted by SMILES length, highest first.
What do the screens show for `COc1ccc(/C=C2\CCCC3C2=NC(=S)NC3c2ccc(OC)cc2)cc1` (stereo not given)?
TRb-SRC2 inh: -10%; aGal spleen mod: 6%; Tau fluor cs: -11%; Epigenetic reg: 0.1%; NPSR antag: -6%; CBFb RUNX1 block: inconclusive; TexasRed fluor: 1%; Tau FP inhib: 6%

Results for CCNC(=S)N1CCc2cc(OC)c(OC)cc2C1COc1ccccc1OC (stereo not given) ?
TRb-SRC2 inh: 9%; aGal spleen mod: -5%; Tau fluor cs: -12%; Epigenetic reg: 0.5%; NPSR antag: -16%; CBFb RUNX1 block: -6%; TexasRed fluor: -1%; Tau FP inhib: 6%

How did O=C(CSc1nnc(CNC(=O)c2ccccc2F)o1)NCC1CCCO1 (stereo not given) do in these assays?
TRb-SRC2 inh: 7%; aGal spleen mod: 0%; Tau fluor cs: -1%; Epigenetic reg: 0.8%; NPSR antag: 9%[46.1 µM]; CBFb RUNX1 block: -2%; TexasRed fluor: -1%; Tau FP inhib: 4%

Next section:
How did Cc1ccc2[nH]c(O)c(N=NC(N)=S)c2c1 do in these assays?
TRb-SRC2 inh: -2%; aGal spleen mod: -5%; Tau fluor cs: -10%; Epigenetic reg: 5.5%; NPSR antag: 15%[7.67 µM]; CBFb RUNX1 block: -9%; TexasRed fluor: -11%; Tau FP inhib: -2%

How did CN(C)C(=O)C12CCC(C)(c3nc4ccccc4nc31)C2(C)C (stereo not given) do in these assays?
TRb-SRC2 inh: -6%; aGal spleen mod: -11%; Tau fluor cs: -4%; Epigenetic reg: -4.1%; NPSR antag: -4%[46.1 µM]; CBFb RUNX1 block: 0%; TexasRed fluor: -1%; Tau FP inhib: 4%

Results for O=C(NCCc1cccs1)C1CC(c2c(Cl)cccc2Cl)=NO1 (stereo not given) ?
TRb-SRC2 inh: -14%; aGal spleen mod: 12%; Tau fluor cs: -8%; Epigenetic reg: -2.3%; NPSR antag: -13%[46.1 µM]; CBFb RUNX1 block: 10%; TexasRed fluor: 1%; Tau FP inhib: 3%

Results for CCC(=O)N1CCc2cc(S(=O)(=O)NCCC(=O)NC(C)c3ccccc3)ccc21 (stereo not given) ?
TRb-SRC2 inh: 0%; Tau fluor cs: -10%; Epigenetic reg: -0.7%; TexasRed fluor: 0%; Tau FP inhib: -7%

What do the screens show for `COc1ccc(CC(=O)NCC(c2ccc(OC)cc2)N(C)C)cc1` (stereo not given)?
TRb-SRC2 inh: 2%; aGal spleen mod: -3%; Tau fluor cs: -10%; Epigenetic reg: -3.7%; NPSR antag: -2%; CBFb RUNX1 block: 3%; TexasRed fluor: -3%; Tau FP inhib: 5%

Results for Cn1nc(C(F)(F)F)cc1C(=O)Nc1ccc(Cl)cc1 ?
TRb-SRC2 inh: 8%; aGal spleen mod: -23%; Tau fluor cs: -21%; Epigenetic reg: -3.1%; NPSR antag: 51%; CBFb RUNX1 block: inconclusive; TexasRed fluor: -1%; Tau FP inhib: -5%

Only part of the results is shown (hit frequency here may not be typical).
